Screening results: PubChem BioAssay, Emory University Molecular Libraries Screening Center
EP2 antag: EP2 receptor (human) inhibition | P43116 | C6 glioma cells expressing human EP2, cAMP TR-FRET; cells stimulated with saturating PGE2 | inhibition, % at 25 µM | 0.52% of 260,000 active | AID 1422;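 active = percent inhibition above 40 after rounding to a whole number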;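 also: rat C6 glioma host cells with rolipram phosphodiesterase inhibitor present; the protocol text gives 20 µM as final concentration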
Target sequence (P43116 whole entry, looked up): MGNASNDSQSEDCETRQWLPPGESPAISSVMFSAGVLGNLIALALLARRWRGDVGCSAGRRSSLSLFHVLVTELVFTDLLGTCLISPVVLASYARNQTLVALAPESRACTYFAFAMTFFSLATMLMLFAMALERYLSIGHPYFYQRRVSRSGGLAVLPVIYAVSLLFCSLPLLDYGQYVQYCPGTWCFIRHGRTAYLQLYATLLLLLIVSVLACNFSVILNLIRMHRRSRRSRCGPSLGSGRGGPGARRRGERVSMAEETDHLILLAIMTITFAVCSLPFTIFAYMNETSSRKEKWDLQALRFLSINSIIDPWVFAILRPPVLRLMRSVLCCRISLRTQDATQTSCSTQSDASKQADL
EP2 modulator: modulates human prostaglandin E2 receptor EP2 signaling; AID 940; EP2-expressing cells, cAMP HTRF FRET, PGE2 co-stimulation; 0.83% of 260,000 active; induction, % at 25 µM; P43116;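 active = compounds whose cAMP rise, as percent of the full-agonist control response, exceeds 60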;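 also: rat C6 glioma line stably carrying human EP2 under a CMV promoter; the protocol text gives 20 µM as final concentration; 100% = response of wells given 1 µM PGE2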
* = called active by the depositor. Only part of the results is shown, so the mix of outcomes need not match the whole.

structure | EP2 antag | EP2 modulator
Cc1nnc(NC(=O)CSc2nnc(-c3ccoc3C)n2-c2cccc(Cl)c2)s1 | 15 | -3
COc1ccccc1N1CC23C=CC(O2)C(C(=O)O)C3C1=O (stereo unspecified) | 13 | -1
C[N+](C)(CCCN1c2ccccc2Sc2ccc(Cl)cc21)CC(N)=O | 16 | 0
CCOc1cc(/C=C2\N=C(c3ccc(Cl)cc3)OC2=O)ccc1OC(=O)CC | 15 | 15
O=C(NC1CCCC1)C1CCCN(S(=O)(=O)c2ccc(F)cc2)C1 (stereo unspecified) | 10 | -18
CC1CCN(c2nc3c(c(=O)[nH]2)CN(Cc2ccnc4ccccc24)CC3)CC1 | 8 | -57
CN(C)c1ccc(-c2nc3cnccn3c2NCc2ccco2)cc1 | 9 | -87
COc1cccc(CNC(=O)Cn2nc(C)n3c(cc4occc43)c2=O)c1 | 5 | -37
CCOc1ccc(NC(=O)CSCc2nc3sc4c(c3c(=O)[nH]2)CCCC4)cc1 | 6 | -49
Cc1nc2c(=O)n(C)c(=O)[nH]c2n1C | 12 | -29
COc1ccc(/C=C/CNc2n[nH]c3nc(C)cc(C)c23)cc1 | 6 | -55
COc1ccc2cc3c(N)c(C(=O)N4CCN(c5ccccc5)CC4)sc3nc2c1 | 10 | -76
O=S(=O)(NC1C2CCCCC21)c1ccc(Cl)s1 (stereo unspecified) | 7 | -14
COc1ccc(C2(NS(=O)(=O)c3cc(N4CCCC4=O)ccc3C)CC2)cc1 | 4 | -31
COc1cccc(OC)c1C(=O)N1CCN(Cc2ccco2)CC1 | 6 | 8
O=C(CN1C(=O)c2cccc3cccc1c23)Nc1ccccc1Cl | 11 | -64
O=C(COc1ccccc1Cl)Nc1ccc2oc(=O)ccc2c1 | 13 | -20
CCc1nc2ccccc2n1CC(O)COc1cc(OC)cc(OC)c1 (stereo unspecified) | 10 | 8
CCCC(=O)N(CCC)Cc1cc2cc(OC)ccc2[nH]c1=O | 8 | -51
CN(C)c1ccc(/C=C2\SC(=S)N(NC(N)=O)C2=O)cc1 | 16 | -13
Cc1ccc(CN(CCCn2ccnc2)Cc2cccn2-c2ccccc2F)o1 | 4 | 39
COc1ccc(Cl)cc1NC(=O)C1CCC(=O)N1S(=O)(=O)c1ccc(C)cc1 (stereo unspecified) | 13 | -13
COc1ccc(Cc2c(O)nc(SCC(=O)Nc3cccc(OC)c3)[nH]c2=O)cc1 | 14 | -8
CCC(c1nnnn1Cc1ccco1)N(Cc1cc2c(C)cc(C)cc2[nH]c1=O)C1CCCCC1 (stereo unspecified) | 5 | 15
Cc1cc(C)c(C#N)c(N2CCN(c3ccccc3F)CC2)n1 | 11 | 25
O=C(c1ccc2c(c1)OCO2)N1CCC(n2nnc3ccccc3c2=O)CC1 | 5 | -27
COc1ccc(S(=O)(=O)Nc2nnc(C(F)(F)F)s2)cc1 | 12 | 20
O=S(=O)(NCc1ccc2c(c1)OCO2)c1ccc(S(=O)(=O)NC2CC2)cc1 | 10 | 5
C=CCNC(=O)C1CCN(C(=O)c2ccc(Cl)cc2)CC1 | 7 | -66
CC1CCN(c2nc3c(c(=O)[nH]2)CN(Cc2ccc(N4CCOCC4)cc2)CC3)CC1 | 7 | 3
N[C@@H](Cc1ccccc1)C(=O)O | 10 | -34
COc1cc(C2C(C#N)=C(N)OC3=C2C(=O)CCC3)ccc1OCc1ccccc1 (stereo unspecified) | 9 | 14
O=C(c1ccccc1F)N1CCC(n2cnc3cccnc32)CC1 | 5 | 1
CCn1c(CN2CCC3(CC2)Nc2cc(OC)ccc2-n2cccc23)nc2ccccc21 | 3 | -11
O=C(O)c1cscc1Cc1cccs1 | 10 | 9
Cc1cc(C)cc(N(CC(=O)NC2CCCC2)C(=O)CNC(=O)c2cccs2)c1 | 7 | -23
Cc1ccc2cc(CN(Cc3cccs3)C(=O)c3ccccc3C)c(=O)[nH]c2c1 | 0 | 32
O=C1COc2ccc(S(=O)(=O)N3CCC(NC(=O)C4CCCC4)CC3)cc2N1 | 5 | -3
CCn1nnc(NC(=O)COc2ccc(OC)cc2)n1 | 9 | -9
CC(=O)N1c2ccc(C(O)CN3CCC(O)(c4ccccc4C)CC3)cc2CC1C (stereo unspecified) | 6 | -49
Cc1ccc2[nH]c(=O)c(C(c3nnnn3C3CCCCC3)N3CCC(Cc4ccccc4)CC3)cc2c1 (stereo unspecified) | 10 | 22
COc1ccc(NC(=O)CSc2nnc(Cn3nnc4ccccc43)n2C)c(OC)c1 | 2 | -4
CCOC(=O)c1ccc(NC(=O)CSc2nnc3c(n2)[nH]c2ccccc23)cc1 | 17 | -16
NS(=O)(=O)c1ccc(NC2SC(=O)N(c3ccccc3)C2=O)cc1 (stereo unspecified) | 9 | 28
CC1CCCN(C(=O)CSc2ncnc3sc4c(c23)CCC4)C1 (stereo unspecified) | 10 | 2

Looked up above.
Value for `O=C(O)c1cscc1Cc1cccs1` under EP2 antag: 10
Value for `Cc1ccc2cc(CN(Cc3cccs3)C(=O)c3ccccc3C)c(=O)[nH]c2c1` under EP2 antag: 0

New compounds follow
structure | EP2 antag | EP2 modulator
COc1cccc(C(=O)N2CCN(Cc3cccc(F)c3)CC2)c1OC | 14 | -7
O=C(CSc1nnc2c3ccccc3nc(Cc3ccccc3)n12)NC1CC1 | 7 | 27
CCOc1ccc(-c2nnc(NC(=O)CCC(=O)O)s2)cc1 | 11 | -18
Fc1ccccc1Nc1nc(-c2ccccn2)cs1 | 8 | 1
CC(=O)Oc1ccc(C(=O)N2CCOCC2)cc1 | 8 | -7
CCN(CC)S(=O)(=O)c1ccc(C)c2nsnc12 | 10 | 3
CC1CCN(C(=O)CSc2nc3sc4c(c3c(=O)[nH]2)CCC(C)C4)CC1 (stereo unspecified) | 12 | -1
CCNC(=O)C1CCN(S(C)(=O)=O)CC1 | 14 | -15
CC1CCCCC1NC(=O)CN1CCN(C)CC1 (stereo unspecified) | 5 | 15
Cc1cc(Cl)nc(NC(=O)CSc2ccc(Cl)cc2)n1 | 15 | -10
COc1cc(C(=O)NCc2nc(-c3cccnc3)n[nH]2)cc(OC)c1OC | 7 | 5
COc1ccc2cc(C)c3nnc(SCC(=O)N4CCCCC4C)n3c2c1 (stereo unspecified) | 17 | -60
O=C(CCn1ncc2ccccc21)NC1(c2cccc(F)c2)CCCC1 | 3 | 27
c1ccc(CCn2nnnc2C(c2cccs2)N2CCSCC2)cc1 (stereo unspecified) | 9 | -17
COc1ccccc1-c1nc2ccccn2c1NC1CCCC1 | 8 | 26

Profiles as entered above. Screens in order: EP2 antag	EP2 modulator
O=C(c1ccccc1F)N1CCC(n2cnc3cccnc32)CC1 as listed: 5	1
CN(C)c1ccc(/C=C2\SC(=S)N(NC(N)=O)C2=O)cc1 as listed: 16	-13
Cc1nnc(NC(=O)CSc2nnc(-c3ccoc3C)n2-c2cccc(Cl)c2)s1 as listed: 15	-3
COc1ccc(NC(=O)CSc2nnc(Cn3nnc4ccccc43)n2C)c(OC)c1 as listed: 2	-4
CC1CCN(c2nc3c(c(=O)[nH]2)CN(Cc2ccc(N4CCOCC4)cc2)CC3)CC1 as listed: 7	3

Remaining list, next part.
structure | EP2 antag | EP2 modulator
Cc1ccccc1NC(=O)NC1(C(=O)N2CCc3ccccc32)CCCCC1 | 10 | -18
CS(=O)(=O)c1ccc2sc(N)nc2c1 | 11 | 31
CC(=O)C1=C(O)C(=O)N(CC#N)C1c1cccc(F)c1 (stereo unspecified) | 4 | 4
Cc1nn(C(C)C)c(C)c1CN(CCCn1ccnc1)Cc1cccc(F)c1 | 6 | -8
Cc1ccc(N(CC(=O)NC2CCCC2)C(=O)c2nsc(Cl)c2Cl)cc1 | 6 | -2
O=C(CSc1nc2ccccc2n1Cc1ccccc1)Nc1ccccn1 | 9 | 45
O=C(CCCOc1ccccc1)Nc1ccc(S(=O)(=O)N2CCCCC2)cc1 | 7 | -73
CC(=O)c1cc(C(=O)Nc2cnn(Cc3ccc(F)cc3)c2)cs1 | 8 | -74
O=C(Nc1ccc(C(F)(F)F)cc1)C1CCN(C(=O)c2cccs2)CC1 | 10 | -27
O=C(NCc1cccs1)C(=O)NC1CC1 | 14 | -35
CC(C)OCCCNC(=O)c1ccc2c(c1)C1C3CCC(C3)C1C(c1ccccc1)N2 (stereo unspecified) | 10 | -5
N#Cc1ccc2ccn(CC(=O)NCCc3ccccc3)c2c1 | 7 | -15
C=CCOc1ccc(NC(=O)C2CC(=O)N(c3ccc(Cl)cc3)C2)cc1 (stereo unspecified) | 6 | -8
O=c1[nH]c(CN(CCc2ccccc2)C(=S)NCc2ccco2)nc2ccccc12 | 0 | -36
CCOC(=O)C1CCN(C(=O)C(C)N(c2ccc(OCC)cc2)S(C)(=O)=O)CC1 (stereo unspecified) | 6 | -23
CS(=O)(=O)N(CC(=O)Nc1cccnc1)c1ccccc1F | 11 | -7
O=C(O)Cc1cc(Cl)ccc1O | 15 | 22
C=CCNC(=O)c1cc2c(=O)n3cc(C)ccc3nc2n(CCC)c1=N | 10 | -10
CCN1CCN(C(=O)CN(c2cccc(Cl)c2C)S(C)(=O)=O)CC1 | 7 | 0
Cc1ccc2[nH]c(=O)c(C(c3nnnn3C(C)(C)C)N(Cc3ccccc3)Cc3ccco3)cc2c1 (stereo unspecified) | 8 | 38
O=c1[nH]c2cc3c(cc2cc1C(c1nnnn1Cc1ccccc1)N1CCCC1)OCO3 (stereo unspecified) | 3 | -23
COc1ccccc1N1CCN(C(=O)Cn2nc(-c3ccco3)cc(N)c2=O)CC1 | 10 | -23
CCCC(c1nnnn1C1CCCCC1)N1CCN(CC)CC1 (stereo unspecified) | 6 | 16
CCn1c(C(CC(C)C)NC(=O)Cc2ccccc2OC)nc2cccnc21 (stereo unspecified) | 8 | -22
CCOc1ccc(C(C)NC(=O)c2cc(C(C)(C)C)nn2C)cc1 (stereo unspecified) | 15 | -65
O=C(Cc1ccc(F)cc1)NCCc1nc(-c2ccncc2)n[nH]1 | 12 | -13
COc1ccc(S(=O)(=O)NNc2ncnc3sc4c(c23)CCCC4)cc1 | 32 | -54
COC(=O)c1c(NC(=O)c2ccccc2F)sc(C(=O)NC2CCCCC2)c1C | 13 | 11
CC(=O)C1=C(O)C(=O)N(CC#N)C1c1ccc(C(C)(C)C)cc1 (stereo unspecified) | 6 | 7
CC1=C(C#N)c2nc(N)c(C#N)c(C)c2/C1=C\c1ccccc1Cl | 15 | -6
CN1CCC[C@H]1c1cccnc1.O=C(O)c1ccccc1O.O=C([OH2+])c1ccccc1O.O=C([OH2+])c1ccccc1O.[Mn+2] | 40* | 29
CSc1ncc(C(=O)N2CC(CN3CCOCC3)c3ccccc32)cn1 (stereo unspecified) | 4 | -4
Cc1ccc2cc(C(c3nnnn3Cc3ccccc3)N3CCCC(C)C3)c(=O)[nH]c2c1C (stereo unspecified) | 11 | -28
CCc1ccc2[nH]c(=O)c(CN(Cc3cccnc3)C(=O)Nc3ccc(OC)cc3)cc2c1 | 2 | 25
CC1CCN(CC(O)c2ccc3c(c2)CCCN3C(=O)C2CC2)CC1 (stereo unspecified) | 8 | -24
CS(=O)(=O)Nc1ccc(N2CCN(C(=O)c3ccccc3)CC2)c(Cl)c1 | 10 | 2
CC(=O)Nc1ccc(NC(=O)CSc2ncnc3sc(C)c(C)c23)cc1 | 12 | -8
Cc1ccc(S(=O)(=O)N2CCCC(C(=O)NC(C)(C)C)C2)cc1 (stereo unspecified) | 16 | -6
COc1ccccc1CN(CCCn1ccnc1)Cc1cn(C)c2ccccc12 | 3 | -28
CCOc1ccc(NC(=O)N2C3CCCC2CC(NC(C)=O)C3)cc1 (stereo unspecified) | 11 | 4
CCc1ccc(-c2nc(N)sc2CC(=O)O)cc1 | 8 | -4
O=C(NC1CCN(C(=S)Nc2ccccc2Cl)CC1)C12CC3CC(CC(C3)C1)C2 | 11 | -35
CCC(C)(C)NC(=O)c1ccc2c(c1)N(CC(=O)Nc1ccc(OC)cc1)C(=O)C(C)(C)O2 | 14 | 3
Cc1cccc(-c2nnc(SCC(=O)N3c4ccccc4CC3C)o2)c1 (stereo unspecified) | 8 | -29
OC1(c2ccccc2F)CCN(Cc2ccc(N3CCCC3)c(F)c2)CC1 | 8 | -64
Cn1c(=O)c2c(nc(SCCO)n2Cc2ccccc2)n(C)c1=O | 8 | -12
C[C@@H]1O[C@@H](OC[C@H]2OC(Oc3c(-c4ccc(OCCO)c(OCCO)c4)oc4cc(OCCO)cc(O)c4c3=O)[C@H](O)[C@@H](O)[C@@H]2O)[C@H](O)[C@H](O)[C@H]1O (stereo partly specified) | 10 | 3
O=S(=O)(Nc1ccc(Cl)cc1)c1ccc(NS(=O)(=O)c2cccs2)cc1 | 10 | -15
CCn1c(SCC(=O)Nc2cccc(Cl)c2C)nnc1C(C)C | 7 | -26
COc1ccc(C(=O)CSc2nnc(-c3cc(OC)c(OC)c(OC)c3)o2)cc1 | 9 | 8
CCn1c(CSc2nc(C)cc(C)n2)nnc1SCC(=O)N1CCCCC1C (stereo unspecified) | 14 | -15
Cc1cc(-c2ccccc2)nc(N2CCC(C(=O)NCc3cccs3)CC2)n1 | 10 | 7
COc1ccc(CCN2C(=O)C(O)=C(C(=O)c3ccco3)C2c2cccnc2)cc1OC (stereo unspecified) | 12 | 35
